M4 ag: human M4 muscarinic receptor agonists, primary screen, CHO-K1 cells, Fluo-8 calcium fluorescence; Muscarinic acetylcholine receptor M4 (Homo sapiens), P08173; activation, % at 3 µM; CHO-K1 hM4/Gqi5; vehicle 0%, full acetylcholine response 100%; 360,000 compounds, 0.14% hits;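 active = activation above the run mean over all test wells plus 3 SD, cut at about 32% in these data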;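 also: peak over basal fluorescence ratio per well then scaled between controls; 0% = DMSO wells and 100% = acetylcholine at EC100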
Target sequence (P08173 whole entry, looked up): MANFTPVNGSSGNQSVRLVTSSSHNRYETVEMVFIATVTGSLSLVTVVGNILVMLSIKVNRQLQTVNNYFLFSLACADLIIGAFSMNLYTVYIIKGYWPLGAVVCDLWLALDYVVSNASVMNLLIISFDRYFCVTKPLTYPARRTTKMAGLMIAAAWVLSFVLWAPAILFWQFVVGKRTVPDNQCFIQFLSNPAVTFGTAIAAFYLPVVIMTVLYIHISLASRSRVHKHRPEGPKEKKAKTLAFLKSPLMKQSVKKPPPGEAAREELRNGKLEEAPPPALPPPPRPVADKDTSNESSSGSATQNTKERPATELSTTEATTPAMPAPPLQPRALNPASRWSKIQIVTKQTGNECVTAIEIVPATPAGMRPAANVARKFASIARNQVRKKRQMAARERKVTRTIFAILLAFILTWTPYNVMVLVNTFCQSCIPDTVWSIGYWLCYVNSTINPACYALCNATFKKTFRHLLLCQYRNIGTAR
CHRM4 antagonist: human M4 muscarinic receptor antagonists, primary screen, CHO cells, Fluo-8 calcium fluorescence; Muscarinic acetylcholine receptor M4 (Homo sapiens), P08173; CHO-hM4 cells, ACh EC80; inhibition, % at 3 µM; 360,000 compounds, 0.73% hits;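 active = inhibition above its plate's cutoff, the mean inhibition of sample wells plus 3 SD, cut at about 27% in these data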;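 also: 0% = acetylcholine EC80 with DMSO and 100% = DMSO without agonist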
M4 PAM: human M4 muscarinic receptor positive allosteric modulators, primary screen, CHO-K1 cells, Fluo-8 calcium fluorescence | activation, % at 3 µM | AID 624126, 2012 | 360,000 compounds, 0.4% hits | CHO-K1 hM4/Gqi5, ACh EC20; 0% = ACh EC20, 100% = maximal ACh;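 active = activation above its plate's cutoff, the mean activation of sample wells plus 3 SD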; also: some results filed as inactive read as strong as hits
M1 PAM: human M1 muscarinic receptor positive allosteric modulators, primary screen, CHO-K1 cells, Fluo-8 calcium fluorescence, 1536-well; AID 588819, 2011; CHO-K1 hM1, ACh EC20; 0% = ACh EC20, 100% = maximal ACh; 360,000 compounds, 0.088% hits; activation, % at 3 µM; in the data active = activation above about 19%, passing the limit was not always enough
Target sequence (P11229 whole entry, looked up): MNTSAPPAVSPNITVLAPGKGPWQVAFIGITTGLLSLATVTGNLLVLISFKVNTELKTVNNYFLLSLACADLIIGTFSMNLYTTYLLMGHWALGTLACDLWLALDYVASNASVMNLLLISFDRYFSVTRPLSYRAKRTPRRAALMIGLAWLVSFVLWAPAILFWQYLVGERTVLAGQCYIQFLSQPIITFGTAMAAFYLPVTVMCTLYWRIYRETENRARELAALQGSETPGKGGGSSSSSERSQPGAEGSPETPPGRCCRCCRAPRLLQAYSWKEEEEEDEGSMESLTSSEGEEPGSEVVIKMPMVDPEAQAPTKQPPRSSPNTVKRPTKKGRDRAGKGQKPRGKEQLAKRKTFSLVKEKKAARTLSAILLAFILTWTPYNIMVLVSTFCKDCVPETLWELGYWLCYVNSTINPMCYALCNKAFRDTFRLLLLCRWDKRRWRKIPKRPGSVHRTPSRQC
CRFR2-BP ag: agonists of CRF-BP/CRF-R2 complex, primary screen, cell-based, HEK293, calcium dye fluorescence, uHTS; 350,000 compounds, 0.46% hits; calcium dye fluorescence (FLIPR); percent of saturating CRF peptide response; CRF-binding protein / CRF receptor 2 complex (human); AID 588473, 2011; activation, % at 13.2 µM;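 active = activation of at least 50%, plus an integration ratio under a set limit after plate pattern correction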;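 also: plate controls were neutral control wells without compound for no effect and CRF at EC100 for full effect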
M5 PAM: human M5 muscarinic receptor positive allosteric modulators, primary screen, CHO-K1 cells, Fluo-8 calcium fluorescence | Muscarinic acetylcholine receptor M5 (Homo sapiens), P08912 | CHO-K1 hM5, ACh EC20 PAM; 0% = ACh EC20, 100% = ACh EC100 | activation, % at 3 µM | 360,000 compounds, 0.3% hits | AID 624038, 2012;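 active = activation above the run cutoff, the mean activation of all test compounds plus 3 SD, cut at about 18% in these data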
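System: CHO-K1 cell line with stable human muscarinic M5 receptor expression | Also added: EC20 acetylcholine as agonist stimulus | Compound: One concentration, 3 µM final (nominal) | Timing: Fluo-8 loading 80 min at 37 °C plus 30 min room temperature | Measured by: Fluo-8 calcium dye fluorescence, kinetic read | Read-out basis: % activation, ACh-normalized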
CRFR2-BP antag: antagonists of CRF-BP/CRF-R2 complex, primary screen, cell-based, HEK293, calcium dye fluorescence, uHTS | CRF-induced calcium fluorescence | inhibition, % at 11.8 µM | 350,000 compounds, 0.59% hits | AID 588475, 2011;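 active = inhibition of the ligand-induced calcium signal above about 50% at the single tested concentration, limit read from the data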
M5 ag: human M5 muscarinic receptor agonists, primary screen, CHO-K1 cells, Fluo-8 calcium fluorescence; CHO-K1 hM5 cells; 0% DMSO wells, 100% maximal acetylcholine response; activation, % at 3 µM; Muscarinic acetylcholine receptor M5 (Homo sapiens), P08912; 360,000 compounds, 0.19% hits;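 active = activation above the run's mean over test compounds plus 3 SD, cut at about 23% in these data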;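 also: signal is peak over basal fluorescence ratio across the kinetic read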
M5 antag: human M5 muscarinic receptor antagonists, primary screen, CHO cells, Fluo-8 calcium fluorescence; CHO-hM5 cells, ACh EC80; Muscarinic acetylcholine receptor M5 (Homo sapiens), P08912; 360,000 compounds, 0.59% hits; inhibition, % at 3 µM;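 active = inhibition above a per-plate cutoff, the mean of that plate's test compounds plus 3 SD, cut at about 27% in these data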;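 also: 0% = acetylcholine EC80 with DMSO and 100% = DMSO without agonist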
* = called active by the depositor; x = no result given; & = joins results of further samples.

SMILES	M4 ag	CHRM4 antagonist	M4 PAM	M1 PAM	CRFR2-BP ag	M5 PAM	CRFR2-BP antag	M5 ag	M5 antag
O=C(NCCc1ccccc1)c1nc2ncccn2n1	0	-4	4	9	3.5	-6	-1	1	2
O=C(Nc1ccc(Cl)c(Cl)c1)OCCNC(=O)c1ccncc1	17	-17	7	-3	-5.5	-20	1	1	17
N#Cc1cnc(Nc2nc3ccccc3o2)nc1-c1ccccc1	2	-7	6	16	7.7	-10	-35	2	-1
O=C(CCNS(=O)(=O)c1cccc2nsnc12)NCCc1ccccc1	0	6	-2	0	-0.4	-6	-5	-8	0
O=C(COC(=O)c1cccnc1SC(F)F)NC1CC1	2	1	16	8	-0.7	3	5	1	4
Cc1cnc(C(=O)Nc2c(-c3ccccc3)[nH][nH]c2=O)cn1	2	-15	12	x	x	1	x	1	-3
O=C(c1ccncc1)N1CCCC(N2CCN(c3cccc(C(F)(F)F)c3)CC2)C1 (stereo not drawn)	3	-6	-3	1	-0.8	0	1	-3	-4
CCOc1ccc(NCCC(=O)c2ccc3c(c2)OCO3)cc1	5	-8	-13	0	-0.4	-5	11	-3	-1
CN(C)C(=O)CN1CCN(Cc2nc(CC3CC3)no2)CC1	1	0	21	-2	0.2	-4	-8	6	3
CCCOCC(O)CC(CC)C(=O)NNC(=S)Nc1ccccc1 (stereo not drawn)	9	-9	8	4	0.4	4	-24	-3	-8
O=C(Cc1ccc(Cl)cc1Cl)NCC1(N2CCOCC2)CCCCC1	2	-9	0	7	2.9	6	0	-3	0
O=C(COC(=O)COc1ccccc1)NCc1ccco1	1	-7	1	2	0.2	-2	-4	2	7
COc1ccc(CCNC(=O)c2cc(-c3cc(C)cc(C)c3O)n[nH]2)cc1OC	6	39*	-9	1	-1.7	-11	2	-4	8
CCn1cnc2sc(C(=O)Oc3ccc(Br)cc3)c(C)c2c1=O	2	-5	0	13	-2.5	7	-33	1	5
CCOc1cc(/C=N/NC(=O)c2ccncc2)ccc1OC(=O)c1ccccc1	13	-15	1	7	-2.1	-1	-2	1	-15
COc1cccc(C(=O)NCC(=O)OCC(=O)Nc2cc(OC)c([N+](=O)[O-])cc2C)c1	1	0	-5	4	-3.7	3	12	-2	-12
CSc1nc(N(C)CCO)c2sc3nc(-c4ccco4)c4c(c3c2n1)CCC4	0	-8	19	3	0.2	6	-8	-1	-3
Cc1cc(C)c2c(=O)n(-c3ccccc3)[nH]c2n1	0	2	-5	8	-1.1	2	4	-1	-4
CC(C)(C)C(=O)Nc1nc2c(c(=O)[nH]1)CCCC2	2	-2	21*	7	-2.1	-1	10	-1	5
CN(CC(=O)Nc1ccc(F)c(F)c1F)C(=O)C1CCCN1C(=O)c1cccs1 (stereo not drawn)	2	-23	8	15	-0.5	-5	-5	0	7
Cc1c(C(=O)NCCN(C)C)oc2ccc(S(=O)(=O)N3CCCC3)cc12	0	2	8	6	-0.4	2	3	-3	13
COc1ccc(C/C(C)=N/Nc2nc(C)cc(=O)[nH]2)cc1	1	6	-4	6	2.4	0	-14	1	2
CCOc1ccc(S(=O)(=O)NCCC(=O)N(C)Cc2ccc(C)o2)cc1	0	-4	6	3	-2.2	-1	20	-1	3
COc1ccc(OCc2nn3c(-c4ccccn4)nnc3s2)cc1	2	0	-2	4	-2.5	2	-8	-1	-6
O=c1c(F)cn(C2CCCO2)c(=O)n1Cc1c(Cl)cccc1Cl (stereo not drawn)	0	-3	7	10	-2.5	-8	28	-5	4
(listing goes on)
SMILES	M4 ag	CHRM4 antagonist	M4 PAM	M1 PAM	CRFR2-BP ag	M5 PAM	CRFR2-BP antag	M5 ag	M5 antag
COC(=O)C1CCCCN1C(=O)c1ccc(OC2CCN(C(C)=O)CC2)c(OC)c1 (stereo not drawn)	1	-7	5	12	3.5	-4	-3	-2	5
COc1ccccc1C(=O)NCCC(=O)NC1CCCCC1C (stereo not drawn)	1	10	12	11	2.3	4	-17	3	2
CC(C)c1ccc(NC(=O)COc2ccccn2)cc1	0	-2	-4	6	1.9	0	-17	-6	-7
COc1cc(C)c(S(=O)(=O)Nc2ccc(CC(=O)O)cc2)cc1C	1	-2	-1	-6	0.6	2	-11	0	4
COc1cc(NS(=O)(=O)c2csc(C(N)=O)c2)cc(OC)c1	1	-11	1	19	-0.7	3	-6	-1	2
Cc1ccc(-c2cc3nc(-c4ccccc4)cc(N)n3n2)cc1	4	6	-5	-12	0.4	-11	2	-5	6
O=C(N/N=C/c1coc2ccccc2c1=O)c1cc(Br)c(O)c(Br)c1	1	1	1	3	0.9	-4	-2	-2	10
O=C(O)c1ccc(/C=N\Nc2ccccn2)cc1	1	-3	-10	11	0.0	2	-5	2	6
COc1cc2c(cc1OC)C(c1cccc(Br)c1)NC(=O)C2 (stereo not drawn)	1	5	-9	12	-1.9	24*	1	11	-12
CN(C)c1ccc(/C=N/NC(=O)c2ccc3c(c2)OCO3)cc1	1	-6	-1	5	-0.2	0	-1	-4	-1
NC(=O)COC(=O)c1ccc2c(c1)S(=O)(=O)c1ccccc1C2=O	2	-4	14	8	0.5	2	-13	-2	7
O=C(CSc1nc2ccccc2c(=O)n1CCCN1CCOCC1)Nc1ccccc1OC(F)F	10	-14	-2	-3	-4.1	2	4	0	18
COc1cccc(NC(=O)CN(C)CC(=O)Nc2ccc(C)c([N+](=O)[O-])c2)c1	16	10	-8	-15	-0.5	-14	1	7	22
COc1ccccc1NC(=O)C1=C(C)Nc2nc(-c3ccc(N(C)C)cc3)nn2C1c1ccncc1 (stereo not drawn)	3	2	-2	1	-0.4	-3	-3	1	3
COc1ccc(CCN2C(=O)NC(NS(=O)(=O)c3ccc(Cl)cc3)(C(F)(F)F)C2=O)cc1OC (stereo not drawn)	1	-4	7	14	-1.3	-4	4	-2	-2
Cc1ccc(CN(C)C(=O)CCNC(=O)c2ccc(Cl)cc2)o1	0	5	-2	3	-1.8	-5	28	0	8
CC(=O)N=C1SC2CS(=O)(=O)CC2N1c1cccc(Cl)c1Cl (stereo not drawn)	1	3	1	1	-1.6	1	-4	-3	0
Cc1cc(C)c(S(N)(=O)=O)c(C)c1N(C)S(=O)(=O)c1ccc(Cl)cc1	0	2	-1	-13	-1.1	-3	-1	-2	10
Cc1ccc(NC(=O)c2cccc(-n3cnnn3)c2)cc1Cl	8	-3	12	6	-0.7	-2	-9	1	5
COc1ccc(N(CC(=O)N/N=C/c2cccnc2)S(=O)(=O)c2ccc(C)cc2)cc1OC	5	-7	0	3	1.4	6	-4	-1	-20
COC(=O)c1cc(COC(=O)c2nc3nccc(C)n3n2)oc1C	1	-3	13	2	1.5	0	8	-2	-1
COc1ccc(F)cc1-c1cc(C(=O)NCc2ccc(C(F)(F)F)cc2)[nH]n1	4	4	-9	-15	x	-5	x	-1	1
O=Cc1c(Nc2cccc(C(F)(F)F)c2)nc2ccccn2c1=O	1	-19	16*	0	0.4	-7	-7	-2	17
COc1ccc(C2CC(c3ccccc3)=NN2C(=O)COC(=O)c2cc(S(=O)(=O)N3CCOCC3)ccc2F)cc1 (stereo not drawn)	3	7	2	5	0.7	0	-6	0	10
Cc1ccc(N(C)S(=O)(=O)c2cccc(C(=O)OCC(=O)N3CCCC(C)C3)c2)cc1 (stereo not drawn)	1	-1	1	-1	3.2	3	11	2	9
Next section.
SMILES	M4 ag	CHRM4 antagonist	M4 PAM	M1 PAM	CRFR2-BP ag	M5 PAM	CRFR2-BP antag	M5 ag	M5 antag
O=C(Cn1c(N2CCN(c3ccccc3)CC2)nc2ccccc21)c1ccccc1	1	4	8	6	-1.3	2	45	-4	-9
COC(=O)CN1C(=O)C2(OCCCO2)c2cc(Br)ccc21	1	-1	9	-1	-4.2	-1	26	-2	-5
CCc1ccccc1NC(=O)COC(=O)c1c(C)nsc1NC	6	1	0	-6	0.6	-7	1	8	4
CCn1c(CCNC(=O)c2ccc(C)cc2)nnc1SCc1ccc(Cl)c(Cl)c1	2	-4	2	2	-1.2	-9	0	-2	9
O=C(O)c1ccc2cc(-c3ccccc3)[nH]c2c1	0	-9	-3	-5	-0.2	-1	-1	0	4
O=c1cc(NC2CCCCC2)[nH]c(=O)[nH]1	1	4	-5	2	-1.7	2	5	3	0
CCc1cc2c3c([nH]c2cc1S(=O)(=O)N1CCC2(CC1)OCCO2)CCCC3=O	5	7	2	-1	-0.6	2	-11	0	0
Cc1ccc(CN(Cc2ccco2)C(=S)NCC(=O)NC2CC2)cc1	1	4	-1	4	-2.1	7	0	-2	5
Cc1cccc(C)c1NC(=O)N1CCC(n2cnc3ccccc32)CC1	1	-12	1	3	-0.4	-6	-7	-7	0
O=C(Nc1cccc(NC(=O)c2ccc(Br)o2)n1)c1ccc(Br)o1	0	-5	3	6	-1.7	-1	26	3	-2
O=C(Nc1ccc(Cl)cn1)C1CC1	0	8	-1	6	-1.2	1	3	1	7
CC1CC(C)(C)NC(=S)O1 (stereo not drawn)	1&2	5&-3	2&3	11&7	-3.2&4.0	-2&9	5&3	-2&-1	7&2
COCCNCCOCCOc1ccc(Cl)c(C)c1	1	11	-5	5	2.0	0	10	-3	4
C=CCn1c(SCC(=O)NC2CC2)nnc1-c1cccs1	0	7	-6	-4	-0.5	-4	-1	-3	10
COc1ccc(CN2CCC2(C)C(=O)NCc2ccc3c(c2)OCO3)c2ccccc12 (stereo not drawn)	1	-4	3	3	x	-3	x	-2	8
CC12CC(c3ccccc3O1)C(/C(N)=N/NC(=O)c1ccc(F)cc1)C(=O)N2 (stereo not drawn)	3	-7	-2	10	14	-3	-14	2	9
COc1ccc(C(=O)NNC(=S)NC(=O)c2cccc([N+](=O)[O-])c2)cc1	7	-9	1	19	12	-1	1	4	10
O=C(COC(=O)c1ccc[nH]c1=O)NCC12CC3CC(CC(C3)C1)C2	0	2	7	6	-1.4	4	0	5	4
COc1ccc(OC)c(/C=C/C(=O)N(C)CC(=O)Nc2ccc(C)cc2)c1	1	9	19	8	-3.0	9	-6	-2	-4
Cc1n[nH]c(C)c1CCc1nc2c3ccccc3nc(SCC(N)=O)n2n1	3	8	-1	5	-2.7	-3	4	1	6

5 entries from above, with two lines to a compound.
The line under a structure holds: M4 ag	CHRM4 antagonist	M4 PAM	M1 PAM	CRFR2-BP ag	M5 PAM	CRFR2-BP antag	M5 ag	M5 antag
> COc1ccc(OC)c(/C=C/C(=O)N(C)CC(=O)Nc2ccc(C)cc2)c1
 : 1	9	19	8	-3.0	9	-6	-2	-4
> CCn1c(CCNC(=O)c2ccc(C)cc2)nnc1SCc1ccc(Cl)c(Cl)c1
 : 2	-4	2	2	-1.2	-9	0	-2	9
> O=C(Nc1cccc(NC(=O)c2ccc(Br)o2)n1)c1ccc(Br)o1
 : 0	-5	3	6	-1.7	-1	26	3	-2
> COCCNCCOCCOc1ccc(Cl)c(C)c1
 : 1	11	-5	5	2.0	0	10	-3	4
> O=C(Nc1ccc(Cl)cn1)C1CC1
 : 0	8	-1	6	-1.2	1	3	1	7

Bioassay records (PubChem BioAssay)
